Coupling enz – inhibits coupling enzyme system, counter-screen for aldolase hits | coupling enzyme system counterscreen, AmpLite Red fluorescence | activity change, negative = inhibition, % at 58.2 µM, hits read low | 0.67% of 290,000 active; in the data active = activity change below about -30%; note: % is set by controls: 0 for no effect and ±100 for the full control effect
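Counterscreen lacking aldolase: glyceraldehyde-3-phosphate coupling-enzyme reagent preincubated 10 min at RT with compound (at 57.5 uM final), then substrate/coupling system with AmpLite Red added; fluorescence read at 525/598 nm after 20 min RT.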
Menin-MLL TR inh – menin-MLL binding inhibition, Texas Red mutant peptide; Menin + Texas Red MLL mutant peptide, fluorescence polarization; Potency, µM (highest dose often 61.6 µM), for the others: at the highest dose FP activity change, negative = inhibition, actives largely listed as inhibitors; 0.23% of 270,000 active; active = well fitted inhibition curve with a large enough effect in the polarisation, with a control signal flat, not every such curve was filed as active; inconclusive = small, poorly fitted or top-dose-only effect, or effect the other way, or a change in a side signal; inactive = no such curve, though single readings can be large or run the other way; the % refers to the polarisation; note: potency is the fitted concentration of half-maximal effect; % of control where 0% means no effect; many of its hits are not listed in these tables
MLL CXXC-DNA inh – MLL CXXC-DNA interaction inhibition | Q03164 | MLL-CXXC / FITC-HOXA9 DNA fluorescence polarization | Potency, µM (highest dose often 115 µM), for the others: at the top dose activity change, negative = inhibition, actives largely listed as inhibitors | 0.037% of 290,000 active | AID 2662; active = well fitted inhibition curve with a large enough effect in the polarisation, with a control signal flat, not every such curve was filed as active; inconclusive = small, poorly fitted or top-dose-only effect, or effect the other way, or a change in a side signal; inactive = no such curve, though single readings can be large or run the other way; the % refers to the polarisation; note: potency is the fitted concentration of half-maximal effect
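Purified MLL-CXXC (added from a 7 uM solution) was preincubated 5 min at ambient with pinned compounds in 50 mM Tris-HCl pH 7.5, 50 mM NaCl, 1 mM DTT, 0.05% BSA. Fluorescein-labeled HOX-A9 DNA (50 nM solution) followed, 30 min, then polarization read.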
KCNH2 3.1 inh – KCNH2 3.1 (human) potassium channel inhibition; U2OS KCNH2 3.1, thallium flux FluxOr; stronger effect = lower value; activity change, % (tested at about 1.8 µM); 0.95% of 340,000 active; AID 720553;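 active = maximum activity change below -70%; inconclusive = maximum activity change from -70% to -50%; inactive = maximum activity change above -50%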;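 note: thallium influx rate constant from kinetic fluorescence after stimulation buffer; % is set by controls: 0 for no effect and ±100 for the full control effect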
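Thallium flux read-out: FluxOr dye with Red40 quencher in HBSS/HEPES, 45 min at RT. Rate constants from kinetic reads were normalized to positive and negative DMSO controls. Cells: U2OS virally expressing the 3.1 isoform.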
hERG WT inh – inhibitors of human wildtype KCNH2 potassium channel. Q12809. U2OS, BacMam KCNH2, thallium flux FluxOr; stronger effect = lower value. activity change, % at 1.84 µM. 0.37% of 340,000 active. AID 720551;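 active = maximum activity change below -70%; inconclusive = maximum activity change between -70% and -50%; inactive = maximum activity change above -50%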; note: % is set by controls: 0 for no effect and ±100 for the full control effect
Target sequence (Q12809 whole entry, looked up): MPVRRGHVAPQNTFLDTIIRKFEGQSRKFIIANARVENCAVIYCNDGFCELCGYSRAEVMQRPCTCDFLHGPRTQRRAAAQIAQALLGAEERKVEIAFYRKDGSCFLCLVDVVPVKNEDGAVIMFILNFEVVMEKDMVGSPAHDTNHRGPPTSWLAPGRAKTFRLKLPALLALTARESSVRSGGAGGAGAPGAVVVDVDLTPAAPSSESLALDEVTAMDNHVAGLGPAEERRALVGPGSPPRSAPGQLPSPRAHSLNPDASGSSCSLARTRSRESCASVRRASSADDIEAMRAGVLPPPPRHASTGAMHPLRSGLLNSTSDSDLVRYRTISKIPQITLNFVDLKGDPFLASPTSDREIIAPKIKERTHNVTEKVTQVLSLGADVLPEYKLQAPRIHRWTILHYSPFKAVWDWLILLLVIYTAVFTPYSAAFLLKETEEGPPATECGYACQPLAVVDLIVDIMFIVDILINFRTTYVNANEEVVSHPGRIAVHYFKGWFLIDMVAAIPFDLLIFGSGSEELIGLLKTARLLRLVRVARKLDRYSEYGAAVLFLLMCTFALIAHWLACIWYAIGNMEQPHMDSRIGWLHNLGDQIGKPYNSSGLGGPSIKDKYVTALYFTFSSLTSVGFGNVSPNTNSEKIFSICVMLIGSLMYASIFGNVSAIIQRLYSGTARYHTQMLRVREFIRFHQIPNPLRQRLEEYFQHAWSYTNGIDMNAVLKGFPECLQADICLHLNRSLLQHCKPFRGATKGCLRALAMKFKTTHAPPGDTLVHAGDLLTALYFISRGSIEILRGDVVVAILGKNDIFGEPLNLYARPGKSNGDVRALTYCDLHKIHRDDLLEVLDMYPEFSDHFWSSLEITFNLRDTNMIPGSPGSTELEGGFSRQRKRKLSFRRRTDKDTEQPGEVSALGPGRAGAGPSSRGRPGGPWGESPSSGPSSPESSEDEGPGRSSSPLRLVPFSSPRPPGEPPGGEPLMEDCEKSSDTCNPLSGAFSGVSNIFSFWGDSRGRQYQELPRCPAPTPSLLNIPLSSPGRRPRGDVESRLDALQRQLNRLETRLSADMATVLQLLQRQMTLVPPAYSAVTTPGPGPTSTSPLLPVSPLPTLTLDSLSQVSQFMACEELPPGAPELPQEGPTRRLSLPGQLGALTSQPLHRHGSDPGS
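U2OS cells transduced with wild-type KCNH2 virus are loaded with FluxOr dye for 45 min, and thallium flux is measured in kinetic reads before and after stimulation buffer. Rate constants are normalized to DMSO controls.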
USP2a inh – blocks human ubiquitin-specific protease USP2a; O75604; USP2 core, Ub-CHOP2 coupled fluorogenic reporter, 485/531; Potency, µM (highest dose often 38.3 µM), inactives show at the top dose activity change, negative = inhibition, most hits filed as inhibitors; 0.01% of 330,000 active;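 note: potency is the fitted concentration of half-maximal effect; plate controls were DMSO wells for no effect and full inhibition by NEM control for full effect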
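Deubiquitinase activity read as fluorescence (485/531 nm) after Ub-CHOP2 cleavage activates the enterokinase reporter on its substrate; USP2 core 10nM, Ub-CHOP2 and substrate 25nM each, 30min compound preincubation then 60min RT; data normalized to NEM, curves fitted.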
TRPV1 agonist – activates the human vanilloid receptor TRPV1. Q8NER1. TRPV1-expressing cells, Fluo-8 calcium influx, agonist mode. activation, % at 8.33 µM. 0.19% of 320,000 active. AID 540275; in the data active = activation above about 80%; inconclusive = between about 30% and that limit; note: 0% is about no effect
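Cells expressing TRPV1 were dye-loaded with Fluo-8 and read kinetically: 10 s baseline, 3 min after compound (agonist portion), then 2 min after EC20 capsaicin (allosteric enhancer portion). Calcium-bound dye fluorescence at 480/520 nm.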
GALK inhibitor – inhibitors of human galactokinase. 0.007% of 270,000 active. Potency, µM (series often up to 57.5 µM), inactives show at the highest dose activity change, negative = inhibition, hits mostly inhibitors. Purified GALK, Kinase-Glo residual ATP luminescence. AID 1868; note: potency is the fitted concentration of half-maximal effect; % is set by controls: 0 for no effect and ±100 for the full control effect
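Compounds were pin-transferred into ATP buffer (35 uM final), then GALK plus galactose (5 nM, 100 uM final) was added. After 1 h at room temperature, Kinase-Glo Plus was added and luminescence read after 10 min.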
PKM2 activator – PKM2 (human) enzyme activation. P14618. purified PKM2, Kinase-Glo ATP luminescence, activation; response scale: 0% is enzyme alone, no compound. Potency, µM (highest dose often 57.5 µM), without a hit: at the highest dose activation, actives largely listed as activators. 0.34% of 260,000 active; note: potency is the fitted concentration of half-maximal effect; % is set by controls: 0 for no effect and ±100 for the full control effect; nearly all actives have a fitted effect of over 55% in size
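hPK-M2, >95% pure; 0.1 mM ADP / 0.5 mM PEP final; imidazole pH7.2 buffer w/ 7 mM MgCl2, 50 mM KCl; 1 h RT; Kinase-Glo lum. Intermediate enzyme activity for dual inhibitor/activator qHTS.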
B2AR arrestin – beta2AR (human) beta-arrestin recruitment activity; AID 492947; 0.02% of 330,000 active; P07550; beta-arrestin recruitment to beta2AR, cell-based reporter; Potency, µM (titrated, usually from 46.1 µM), for the others: at the highest dose activation, usual class: activators;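 note: potency is the fitted concentration of half-maximal effect; 0% = DMSO controls and full agonism = EC100 isoproterenol or metaproterenol; nearly all actives have a fitted effect of over 65% in size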
Giardia killer – Giardia lamblia killing; Giardia lamblia trophozoite viability; activity change, % at 7.66 µM, hits read low; 0.15% of 340,000 active; AID 540267; in the data active = activity change below about -80%; inconclusive = between about -30% and that limit;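 note: parasites exposed to compound for two days anaerobically before the ATP read; % is set by controls: 0 for no effect and ±100 for the full control effect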
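Trophozoites 100 cells/well + cpd; 48 hrs, 37 deg C, anaerobic. ATPLite 1-Step added, 15-30 min RT, luminescence read (ATP-based viability).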
Active calls of the source: *; ? = inconclusive; . = no result given; [ ] = dose if it differs, or a comment. Unless noted, calls come from the whole dose curve; as a rule, active = well fitted curve in the direction sought with a large enough effect; inconclusive = small, poorly fitted or top-dose-only effect, or another doubt; inactive = no such curve, though single readings can be large; an effect the other way counts as inactive or inconclusive. These rows are one share of the data; count on the stated rates, not on these rows.

SMILES	Coupling enz	Menin-MLL TR inh	MLL CXXC-DNA inh	KCNH2 3.1 inh	hERG WT inh	USP2a inh	TRPV1 agonist	GALK inhibitor	PKM2 activator	B2AR arrestin	Giardia killer
CC(C)c1nc(SCc2c(F)cccc2Cl)c2c(=O)n(C)c(=O)n(C)c2n1	2	0%	3%	-2	7	2%	17	1%	0%	0.0%	15
COc1cccc(N2CCN(C(=O)c3ccc(CS(=O)c4ccc(Cl)cc4)o3)CC2)c1 (stereo not given)	.	.	7%	6	1	0%	3	3%	.	0.4%	-18
COCCC(=O)N1CCc2c([nH]c3ccccc23)C1C(C)(C)C (stereo not given)	0	-1%	-4%	-6	2	-1%	-2	0%	3%	0.1%	-26
CCC(=O)N1CCN=C1SCc1cc(C)ccc1C	.	.	1%	-18	-9	3%	2	-3%	.	0.1%	-17
COc1ccc(OCCOC(=O)CNS(=O)(=O)c2ccc(SC)c([N+](=O)[O-])c2)cc1	.	.	.	-10	-1	0%	2	.	.	-0.4%	-15
Cc1cc2c(c(=O)n1C)C(Cc1ccccc1)C(C#N)=C(N)O2 (stereo not given)	0	15%	0%	19	5	-6%	4	-2%	19%	0.1%	-3
CCC1CCCCN1CCCNC(=O)Cn1c(=O)c2cccn2c2ccccc21 (stereo not given)	-2	-3%	3%	-11	-9	3%	-4	4%	-14%[0.46 µM]	-0.4%	18
COc1ccccc1NC(=O)CN1CCC(c2nc3ccccc3[nH]2)CC1	8	-9%	0%	-8	21	-2%	8	-1%	-28%	-0.6%	-8
NS(=O)(=O)c1ccc(NS(=O)(=O)c2ccc(C3CNC(=O)C3)cc2)cc1 (stereo not given)	6	-24%	-14%	7	3	1%	-1	3%	-1%	0.3%	16
COc1cc2cc(CN(Cc3nnnn3C3CCCC3)C3CCCC3)c(=O)[nH]c2cc1OC	0	6%	-7%	.	.	-1%	2	5%	1%	-0.1%	.
O=[N+]([O-])c1ccc2nc(Cl)nc(-c3ccccc3)c2c1	2	1%	53%[activator]	11	-8	2%	2	.	.	-0.7%	8
COC(=O)C(C)N(C(=O)c1cccc2ccccc12)c1c(C)cccc1C (stereo not given)	0	.	0%	2	-1	0%	11	-3%	6%	0.1%	-3
Cc1ccc(-c2nnc(N3CCCCC3)c3ccccc23)cc1S(=O)(=O)NCC1CCCO1 (stereo not given)	3	-8%	9%	0	-7	-1%	24	0%	-14%	2.9%	5
CN(C(=O)CSc1ncnc2sccc12)C1CCS(=O)(=O)C1 (stereo not given)	.	.	.	8	-12	0%	-2	.	.	0.0%	?
COc1ccccc1NC(=S)N(Cc1ccc(C)cc1)Cc1cccnc1	-2	-1%	11%	1	4	0%	16	0%	0%	0.2%	-3
Cc1ccccc1N(CC(=O)Nc1ccccc1C(=O)O)S(C)(=O)=O	-4	1%	-6%	8	-3	1%	1	1%	13%	0.1%	7
COc1ccccc1C(=O)Nc1cccc(N(C)S(C)(=O)=O)c1	0	1%	2%	23	-9	0%	11	-2%	2%	-0.4%	-2
O=c1[nH]c(=O)n(-c2ccccc2)c2c1C(C(F)(F)F)(C(F)(F)F)N=C(CCC1CCCCC1)N2	-1	-8%	10%	7	52	1%	-7	-2%	-3%	-0.1%	-1
Cc1cccc(NS(=O)(=O)c2ccc(OCC(=O)N3CCCC3)cc2)c1	.	.	3%	-6	-12	1%	-4	-3%	9%	0.2%	-15
Cc1occc1C(=O)Nc1cccc(Cn2cccn2)c1	0	5%	3%	-2	-9	2%	-2	6%	2%	-0.2%	0
O=C(CSc1nc(O)cc(=O)n1-c1ccccc1)N1CCCCC1	6	-2%	8%	-17	8	0%	1	1%	5%	-0.9%	10
Cc1c(Cl)cnc(NC(=O)COC(=O)c2ccncc2)c1Cl	.	.	.	-1	2	3%	2	.	.	-0.1%	2
Cc1cc(C)c(NC(=O)COC(=O)c2cccc3c2C(=O)c2ccccc2C3=O)c(C)c1	-9	-11%	12%	.	-25	0%	0	2%	1%	-0.4%	6
CC(C(=O)Nc1ccc(Cl)cc1)N(C)Cc1cccs1 (stereo not given)	2	12%	-4%	16	-7	2%	?	0%	-5%	-0.6%	-3
COc1ccc(C(=O)CSc2nnc(CNC(=O)c3ccco3)n2C)cc1OC	0	0%	2%	4	-12	1%	-1	7%	1%	-0.4%	-21

Rewritten field by field: part of the list above.
COc1cccc(N2CCN(C(=O)c3ccc(CS(=O)c4ccc(Cl)cc4)o3)CC2)c1 (stereo not given)
  Coupling enz: .
  Menin-MLL TR inh: .
  MLL CXXC-DNA inh: 7%
  KCNH2 3.1 inh: 6
  hERG WT inh: 1
  USP2a inh: 0%
  TRPV1 agonist: 3
  GALK inhibitor: 3%
  PKM2 activator: .
  B2AR arrestin: 0.4%
  Giardia killer: -18

COCCC(=O)N1CCc2c([nH]c3ccccc23)C1C(C)(C)C (stereo not given)
  Coupling enz: 0
  Menin-MLL TR inh: -1%
  MLL CXXC-DNA inh: -4%
  KCNH2 3.1 inh: -6
  hERG WT inh: 2
  USP2a inh: -1%
  TRPV1 agonist: -2
  GALK inhibitor: 0%
  PKM2 activator: 3%
  B2AR arrestin: 0.1%
  Giardia killer: -26

(further entries)
SMILES	Coupling enz	Menin-MLL TR inh	MLL CXXC-DNA inh	KCNH2 3.1 inh	hERG WT inh	USP2a inh	TRPV1 agonist	GALK inhibitor	PKM2 activator	B2AR arrestin	Giardia killer
C/C(=N\NC(=O)CNC(=O)C(c1ccccc1)c1ccccc1)c1ccc(C(C)(C)C)cc1	-2	-16%	6%	.	-24	3%	-1	1%	-1%	-0.7%	6
O=C1C=C(c2ccc(Oc3ccccc3)cc2)C[C@@H](c2ccc(Cl)cc2)C1	.	.	.	-38	9	-2%	16	.	.	-0.3%	-15
COc1ccc(-c2csc(Nc3ccccn3)n2)cc1OC	0	?	4%	0	-2	2%	-2	0%	2%	0.2%	5
Cc1cc(N2CCN(C)CC2)nc2ccc(NC(=S)N3CCN(c4ccccn4)CC3)cc12	0	-11%	4%	6	1	-3%	-1	-1%	2%	0.2%	-5
CCc1nc(Nc2ccccc2F)c2oc3ccccc3c2n1	0	10%	5%	-7	11	3%	?	-1%	.	-1.0%	-11
COC(=O)c1ccc(N2CCc3ccccc32)c([N+](=O)[O-])c1	-2	?	5%	6	4	4%	1	1%	.	0.0%	-18
CC(=O)c1c(-c2ccccc2)c2cc(Cl)ccc2[nH]c1=O	1	3%	-3%	-5	3	-1%	-12	4%	0%	0.3%	-4
C[C@@H](C(=O)NCc1c(F)cccc1Cl)N1C(=O)N2CCc3c([nH]c4ccccc34)[C@@]2(C)C1=O	2	0%	-5%	-2	6	1%	6	.	-8%	0.2%	-8
COC(=O)c1ccc(C)c(NS(=O)(=O)c2ccc3c(c2)OCCO3)c1	4	23%	-5%	0	18	-2%	9	1%	7%	0.1%	-1
COCCN1Cc2cccc(C(=O)Nc3ccc(S(=O)(=O)N4CCCCCC4)cc3)c2C1=O	-2	.	-7%	-6	3	3%	-2	2%	-4%	0.0%	-5
CC(C)CC(COCc1ccc(Cl)cc1)N1CCN(C(=O)c2ccc(C(F)(F)F)cc2)CCC1=O (stereo not given)	-1	-1%	1%	0	9	3%	?	.	2%	-0.5%	4
CCOc1ccccc1/C=N/OCC(=O)NCc1ccc(F)cc1	-7	-11%	-5%	5	-8	0%	6	-2%	1%	-0.1%	-25
CC1=C(C(=O)Nc2ccc(F)c(F)c2)C(c2cccs2)NC(=S)N1 (stereo not given)	0	8%	-6%	2	-13	-2%	-2	2%	6%	-2.2%	-16

A different layout for some results above:
SMILES,Coupling enz,Menin-MLL TR inh,MLL CXXC-DNA inh,KCNH2 3.1 inh,hERG WT inh,USP2a inh,TRPV1 agonist,GALK inhibitor,PKM2 activator,B2AR arrestin,Giardia killer
O=C1C=C(c2ccc(Oc3ccccc3)cc2)C[C@@H](c2ccc(Cl)cc2)C1,.,.,.,-38,9,-2%,16,.,.,-0.3%,-15
C/C(=N\NC(=O)CNC(=O)C(c1ccccc1)c1ccccc1)c1ccc(C(C)(C)C)cc1,-2,-16%,6%,.,-24,3%,-1,1%,-1%,-0.7%,6
CC1=C(C(=O)Nc2ccc(F)c(F)c2)C(c2cccs2)NC(=S)N1 (stereo not given),0,8%,-6%,2,-13,-2%,-2,2%,6%,-2.2%,-16
COC(=O)c1ccc(C)c(NS(=O)(=O)c2ccc3c(c2)OCCO3)c1,4,23%,-5%,0,18,-2%,9,1%,7%,0.1%,-1
CC(C)CC(COCc1ccc(Cl)cc1)N1CCN(C(=O)c2ccc(C(F)(F)F)cc2)CCC1=O (stereo not given),-1,-1%,1%,0,9,3%,?,.,2%,-0.5%,4

Assay outcomes deposited in PubChem by National Center for Advancing Translational Sciences (NCATS).
